PGC1a acetyl inh – PGC1a acetylation modulation, inhibitor mode; U2OS PGC1a acetylation, AlphaScreen anti-acetyl-lysine; with virally co-expressed GCN5 acetyltransferase; 350,000 compounds, 0.17% hits; inhibition, % at 15.6 µM;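 active = every replicate shows inhibition of at least 40%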;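 note: 0% = neutral control wells and 100% = positive control wells; some results beyond the cut were filed as inactive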
PAX8 inh HTS – inhibitors of PAX8 transcriptional activity in RMG-I cells; 360,000 compounds, 1.2% hits; RMG-I TPO-luciferase reporter, SteadyGlo, 24 h; inhibition, % at 12.6 µM; AID 652154;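 active = mean replicate inhibition at least 60% with every replicate also reaching 60%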;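 note: luciferase light reporting Pax8 driven TPO promoter activity; plate controls were median of neutral control wells for no effect and mitoxantrone controls for full effect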
S100A4 inh HTS – inhibitors of human S100A4 binding to myosin IIA peptide; 360,000 compounds, 0.14% hits; inhibition, % at 10.7 µM; S100A4/TAMRA-MyoIIA peptide fluorescence polarization; P26447; AID 652163;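 active = mean inhibition of at least 70% across replicates, with every replicate also reaching that level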
Target sequence (P26447 whole entry, looked up): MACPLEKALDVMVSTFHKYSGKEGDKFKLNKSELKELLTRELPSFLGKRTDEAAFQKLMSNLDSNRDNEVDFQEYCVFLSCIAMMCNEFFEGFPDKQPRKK
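Assay system: human S100A4 monomer with TAMRA-labelled myosin IIA peptide / Buffer or medium: Calcium-containing HEPES buffer, pH 7.2 / Reagent: TAMRA-labelled myosin IIA heavy-chain peptide probe, 5 nM / Compound: one dose per compound / Timing: polarization read 5 min after assay mix addition, stable 5–60 min / Benchmarks: neutral control DMSO, positive control TFP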
LGR2 inh – blocks bursicon-induced cAMP signaling via Drosophila LGR2 | 380,000 compounds, 0.35% hits | HEK293 LGR2, CRE-luciferase, bursicon-stimulated, 4 h | inhibition, % at 9.99 µM;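 active = drop in luminescence signal, shown as inhibition above about 50% in the replicate tests, limit read from the data, passing the limit was not always enough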;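 note: agonist challenge used bursicon conditioned medium at about half maximal strength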
EWS-Fli block – EWS/Fli transcriptional activity inhibition; A673 NR0B1-luciferase reporter, viability-normalised; inhibition, % at 12.6 µM; 350,000 compounds, 0.67% hits;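 active = mean inhibition of at least 50% after viability correction, with every replicate also passing that limit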;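 note: firefly luciferase signal divided by Alamar Blue viability fluorescence both relative to DMSO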
PglD inh – PglD (C. jejuni) enzyme inhibition; purified PglD enzyme, DTNB colorimetric CoA detection; inhibition, % at 12.5 µM; 360,000 compounds, 0.098% hits; AID 602405; in the data active = inhibition above about 16%, passing the limit was not always enough; note: strong numbers were not always called active
FN deposition inh – fibronectin deposition inhibition. AID 743247. inhibition, % at 12.6 µM. 350,000 compounds, 0.086% hits. AH1F fibroblasts, Alexa488-fibronectin deposition fluorescence, overnight;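 active = mean inhibition across replicates of 30% or more, regardless of how many single replicates reach that level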;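 note: positive control wells lacked labelled fibronectin entirely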
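Schedule: 1 h cell adhesion before compound, then overnight fibronectin incubation; test system: AH1F fibroblast monolayer depositing Alexa488-labelled fibronectin into matrix; quantity: 10000 AH1F cells per well; probe or stimulus: fluorescent fibronectin at 24 nM final; signal: fluorescence, ex 485 nm, em 525 nm; evaluation: percent inhibition as loss of matrix-bound fibronectin fluorescence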
ERAP1 HTS inh – blocks human ERAP1 aminopeptidase activity; Q9NZ08; recombinant ERAP1, Leu-AMC fluorescence, 60 min; inhibition, % at 10.7 µM; 340,000 compounds, 0.15% hits;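 active = mean replicate inhibition of at least 30%, or all replicates individually reaching that 30% level; inactive = mean below 30% and not every replicate reaching it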;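 note: 0% = neutral control wells and 100% = L-leucinethiol positive control wells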
* hit, by the source's call; nt = no result given.

SMILES	PGC1a acetyl inh	PAX8 inh HTS	S100A4 inh HTS	LGR2 inh	EWS-Fli block	PglD inh	FN deposition inh	ERAP1 HTS inh
CCOC(=O)C1=C(c2ccccc2)NC(=O)NC1c1cccc(OC)c1OC (stereo not given)	1	17	-5	nt	5	nt	-4	-1
COc1ccc(/C=N/NC(=O)CNC(=O)c2ccc(S(=O)(=O)N3CCCC3)cc2)c(OC)c1	nt	-12	-8	-3	-5	nt	-3	0
CCc1cc(=O)oc2c(C)c(OC(C)C(=O)N3CCC[C@@H]3C(=O)O)ccc12 (stereo not given in full)	13	nt	7	7	-7	5	nt	11
Cn1cnc(S(=O)(=O)Nc2cc(C(F)(F)F)ccc2N2CCOCC2)c1	nt	10	-1	-6	7	nt	4	-4
CCCCN1CN(S(=O)(=O)c2ccc(OC)cc2)c2nc3ccccc3nc21	0	-10	-2	-1	nt	2	1	0
COc1cc(CC(=O)OCC(=O)NC2CCCC2)cc(OC)c1OC	0	-5	1	3	0	nt	0	3
Cc1cc(C)cc(N(C(=O)C(F)(F)F)C(C(=O)NC2CCCCC2)c2cccs2)c1 (stereo not given)	-8	nt	nt	1	nt	0	1	nt
O=C(Nc1ccc2c(c1)OCO2)c1ccc(Br)s1	8	nt	nt	-9	nt	-4	-3	nt
O=C(CN1CCOCC1)c1c[nH]c2ccccc12	2	-15	nt	nt	nt	-2	2	nt
Cc1onc(-c2c(F)cccc2Cl)c1C(=O)c1ccccc1O	0	22	-1	-3	7	5	9	3
O=[n+]1c2c(n([O-])c3cc(F)ccc31)CCCC2	-8	-5	nt	nt	nt	5	7	nt
O=C(CCc1ccccc1)Nc1ccc(S(=O)(=O)Nc2nccs2)cc1	nt	11	-3	-5	6	-2	7	2
O=C(NCCc1c[nH]c2ccccc12)/C(=C\c1ccco1)NC(=O)c1ccco1	-1	8	-3	nt	-1	7	5	4
Cc1ccc2cc3c(NC(=O)C4CCCO4)nn(CC(C)C)c3nc2c1 (stereo not given)	-6	-10	nt	nt	nt	3	-6	nt
Cc1cc(C)cc(-n2nnnc2SCC(=O)N2CCOCC2)c1	5	-6	nt	nt	nt	-6	3	nt
CCOC(=O)C(C)Sc1nnc(CSc2nc3nc(C)cc(C)n3n2)o1 (stereo not given)	nt	-10	nt	-11	nt	2	4	nt
O=C(COC(=O)/C=C/c1ccc(Cl)cc1)NCCN1C(=O)CSC1=O	3	-6	24	4	15	11	-5	5
C[C@@H]1CN([C@H](C)CO)C(=O)c2c(c3ccccc3n2C)-c2ccccc2CO[C@@H]1CN(C)S(=O)(=O)CC(F)(F)F	5	4	2	11	-5	-3	-1	0
COCC(=O)N1C[C@@H]2[C@H](c3ccccc31)[C@H](CO)N2C(=O)C1CCOCC1	7	-32	0	-9	4	2	nt	-2
C[C@H](CO)N1C[C@H](C)[C@@H](CN(C)C(=O)CCN(C)C)OCc2ccccc2-c2c(n(C)c3ccccc23)C1=O	10	65*	-1	-23	-4	0	3	0
C=CCn1c(N2CCOCC2)nc2c1c(=O)[nH]c(=O)n2C	4	-5	-5	10	0	nt	-2	1
C[C@@H]1CN([C@@H](C)CO)C(=O)c2cc(NS(=O)(=O)c3ccc(Cl)cc3)ccc2O[C@@H]1CN(C)C(=O)Nc1cccc2ccccc12	-1	9	-6	14	4	0	3	1
Cc1ccccc1NC(=O)CCN1CCN(C)CC1	3	-8	-3	22	-2	4	4	0
CC(C)(C)NC(=O)C12CCC(C)(c3nc4ccccc4nc31)C2(C)C (stereo not given)	-16	nt	nt	5	nt	1	2	nt
Cc1ccc(S(=O)(=O)NC(CC(C)C)C(=O)Oc2ccc3c4c(c(=O)oc3c2)CCC4)cc1 (stereo not given)	1	nt	-1	21	7	-3	nt	-1
The listing continues.
SMILES	PGC1a acetyl inh	PAX8 inh HTS	S100A4 inh HTS	LGR2 inh	EWS-Fli block	PglD inh	FN deposition inh	ERAP1 HTS inh
COc1cc(NC(=O)COC(=O)CO/N=C(\C)c2ccc3c(c2)OCO3)cc(OC)c1OC	nt	-9	-5	-2	-3	nt	-2	3
CC(C)Cn1cnc2c1c(=O)[nH]c(=O)n2Cc1ccccc1	5	-3	-3	-18	-3	-3	-3	-1
Cc1cccc(C(=O)Nc2ccc(C(=O)Nc3ccc(O)cc3)cc2)c1	nt	15	1	-6	36	0	-17	-1
C/C=C/c1ccc([C@H]2[C@@H](CO)N3C(=O)CN(S(=O)(=O)c4cccc(F)c4)C[C@H]23)cc1	-14	nt	3	4	17	nt	nt	nt
CCOc1cc(/C=N/NC(N)=O)cc(Br)c1OCc1ccccc1F	-2	6	nt	6	nt	5	-4	nt
Cc1cc(NC(=O)CCCn2nc(C)c([N+](=O)[O-])c2C)no1	1	6	-14	3	-17	-2	8	nt
N#Cc1c(N2CCCCC2)nc(N)c2c(N)nc3c(c12)CC(c1ccccc1)O3 (stereo not given)	-3	28	-3	-2	nt	6	-4	-1
COc1ccc(CC(NC(C)=O)C(=O)NC2CCN(c3c(Cc4ccccc4)c(C)nc4ncnn34)CC2)cc1OC (stereo not given)	nt	-3	-4	-5	1	nt	8	-1
O=C1CCCC(NCCCCCCNC2=C([N+](=O)[O-])C(=O)CCC2)=C1[N+](=O)[O-]	1	16	nt	nt	nt	-6	-4	nt
Cc1ccc2c(C)c(C(=O)N3CCC(C(N)=O)(N4CCCCC4)CC3)oc2c1C	-11	-25	-2	nt	-3	1	-6	-1
Cc1oc(-c2ccc(Cl)cc2)cc1C(=O)O	nt	-55	3	-42	-48	nt	3	6
C[C@@H]1CN([C@@H](C)CO)C(=O)c2ccccc2-c2ccccc2CO[C@@H]1CN(C)C(=O)c1ccc(F)cc1	-3	-7	-7	0	-20	2	4	2
Cc1ccc(OCCNC(=O)CCNS(=O)(=O)c2ccc3ccccc3c2)cc1	-5	-9	-2	8	2	-1	8	-3
FC(F)(F)c1ccccc1NC(=S)N1CCCCCC1	0	-7	1	7	nt	1	4	-2
Cc1ccn2c(=O)nc(SCC(=O)N3CCC(Cc4ccccc4)CC3)nc2c1	4	-7	0	-7	7	-1	3	2
CCC(CC)C(=O)Nc1cccc(C(=O)Nc2ccc(S(N)(=O)=O)cc2)c1	nt	-12	2	nt	2	nt	-7	-10
NC(=O)C1CCN(C(=O)c2ccc(OCC(=O)Nc3cccc(C(F)(F)F)c3)cc2)CC1	nt	-21	13	4	-4	nt	0	3
COC(=O)[C@@]12C[C@@H](CC(=O)NCc3ccc(C)o3)C(=O)N(Cc3ccco3)C1=CCC(C)(C)C2	nt	-2	-8	3	-1	nt	-12	-1
COc1ccc(S(=O)(=O)Nc2ccc3c(c2)CC(=O)N([C@H](C)CO)C[C@@H](C)[C@H](CN(C)S(=O)(=O)c2cn(C)cn2)O3)cc1	7	-10	8	2	-8	4	-4	0
C[C@@H]1CN([C@H](C)CO)C(=O)c2cc(N(C)C)ccc2O[C@@H](C)CCCCO[C@@H]1CN(C)Cc1ccncc1	3	5	-13	7	-5	2	nt	-1
O=C(CN(C(=O)c1csnn1)c1cccc2c1CCCC2)NCc1ccc(F)cc1	-1	-1	-3	-5	-2	2	5	-2
O=C(COC(=O)CCOc1ccccc1)NCCC1=CCCCC1	4	16	-8	2	-8	nt	3	-3
Cn1nnnc1SCc1cccc(CSc2nnnn2C)n1	3	nt	4	9	6	1	nt	-3
C[C@@H](NC(=O)C[C@H]1C=C[C@@H](NC(=O)CN2CCOCC2)[C@@H](CO)O1)c1ccccc1	-4	-8	-4	2	10	-4	12	9
C[C@H](CO)N1C[C@H](C)[C@H](CN(C)C)Oc2ccc(NS(=O)(=O)c3cccs3)cc2C1=O	5	0	49	-35	-3	0	nt	0
New compounds follow.
SMILES	PGC1a acetyl inh	PAX8 inh HTS	S100A4 inh HTS	LGR2 inh	EWS-Fli block	PglD inh	FN deposition inh	ERAP1 HTS inh
COc1ccc2c(c1)CCC1C2=NN(/C(C)=C/C(C)=O)C1c1cccc(F)c1 (stereo not given)	-6	-28	-7	nt	-40	1	8	-1
OCCC1CN(Cc2cnc(-c3ccccc3)s2)CCN1C1CCCC1 (stereo not given)	19	-9	-10	-3	-2	nt	-14	-8
CC(=O)c1ccc(NC(=O)C(C)Sc2nnnn2C)cc1 (stereo not given)	7	nt	-3	4	-14	-9	nt	-1
COC(=O)c1cc(NC(=O)C2CC(=O)NC(=NCc3ccc(OC)cc3)S2)cc(C(=O)OC)c1 (stereo not given)	nt	-2	-2	-13	-13	nt	3	-2
COc1ccc2c3c([nH]c2c1)[C@@H](CO)N(C(=O)C1CCCCC1)CC31CCN(C(=O)c2ccncc2)CC1	nt	-8	-73	1	3	nt	nt	0
CC1CC(O)C(C)CN1 (stereo not given)	nt	9	-13	-17	1	-18	12	-4
CCN(CC)S(=O)(=O)c1ccc(/C=C/C(=O)OCC(=O)NNC(=O)c2ccc(OC)cc2)cc1	0	10	0	-22	3	1	-3	5
Cc1ccccc1NC(=O)c1ccc(OCC(=O)Nc2ccccc2F)cc1	nt	-10	3	17	-9	nt	1	0
COCC(=O)N1C[C@@H]2[C@H](c3ccccc31)[C@@H](CO)N2C(=O)c1ccncc1	5	-24	22	5	1	-1	nt	0
Nc1cccc2[nH]c(=O)c3ccccc3c12	15	8	0	-8	-33	nt	-6	0

Random draw from the library (roughly 2.1% active in at least one column).
